CHOP UPR activ = apoptotic UPR (CHOP) activation | 0.34% of 330,000 active | activation, % at 10 µM | CHO-CHOP luciferase reporter, luminescence; percent of tunicamycin response over DMSO baseline;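 active = at 10 µM dose, activation of 40% or more, normalized to positive control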;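 also: 100% = tunicamycin at 10 µg/mL and 0% = DMSO alone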
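Test system: CHO CHOP reporter cells. Input: 500 CHO-CHOP cells per well. Medium: F12 with 10% FBS. Technique: luciferase luminescence. Measure: percent activation relative to tunicamycin control. Dosing: 10 µM compound, 0.5% DMSO. Timing: 16-18 h cell attachment, then 6 h compound exposure, 37 °C.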
CCR6 antagonist = blocks CCL20-driven beta-arrestin recruitment at human CCR6; CHO-K1 CCR6 PathHunter beta-arrestin, luminescence, CCL20-stimulated; inhibition, % at 20 µM; 0.49% of 340,000 active; AID 493098;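 active = compounds whose inhibition of the agonist-driven luminescence signal at 20 µM reaches about 50%, limit read from the data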;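 also: cells stimulated with CCL20 at 14 nM final; plate controls were DMSO with CCL20 for no effect and DMSO without agonist for full effect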
Target sequence (P51684 whole entry, looked up): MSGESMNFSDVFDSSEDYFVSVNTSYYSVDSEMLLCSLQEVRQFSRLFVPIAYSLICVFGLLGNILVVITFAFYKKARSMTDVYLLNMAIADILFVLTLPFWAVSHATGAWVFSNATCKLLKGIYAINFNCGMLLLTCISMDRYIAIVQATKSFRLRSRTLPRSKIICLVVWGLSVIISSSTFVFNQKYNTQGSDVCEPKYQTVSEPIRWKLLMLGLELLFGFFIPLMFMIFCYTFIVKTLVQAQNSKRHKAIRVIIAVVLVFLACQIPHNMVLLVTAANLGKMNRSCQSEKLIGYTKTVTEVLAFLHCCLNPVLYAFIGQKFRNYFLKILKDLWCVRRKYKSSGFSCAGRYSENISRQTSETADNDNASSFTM
Mdm2-MdmX inh = disrupts the human Mdm2-MdmX interaction. 3% of 330,000 active. O15151+Q00987. AID 485346. inhibition, % at 8 µM. SaOS-2 split-luciferase Mdm2/MdmX complementation, luminescence;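 active = inhibition of at least 50% at 8 µM in the primary screen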
EBI2 block = antagonists of human EBI2 receptor | EBI2 beta-arrestin recruitment, luminescence, 7a,25-OHC stimulated | inhibition, % at 5 µM | 0.81% of 360,000 active; in the data active = inhibition above about 38%;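 also: enzyme fragment complementation signal reports receptor beta-arrestin coupling in cells; 0% = agonist plus DMSO wells and 100% = wells without agonist; some results beyond the cut were filed as inactive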
Gli-Sufu antag = Gli-Sufu pathway antagonism. Sufu-KO-LIGHT fibroblasts, Gli luciferase reporter luminescence. inhibition, % at 5 µM. 0.74% of 340,000 active. AID 588413;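 active = inhibition above about 55%, limit read from the data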;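 also: 0% = DMSO-treated cells and 100% = wells with medium but no cells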
CXCR6 block = CXCR6 (human) receptor inhibition | O00574 | CHO-K1 PathHunter CXCR6 beta-arrestin, luminescence | 0.36% of 360,000 active | inhibition, % at 20 µM | AID 602244; in the data active = inhibition above about 34%, passing the limit was not always enough;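 also: antagonist mode with CXCL16 agonist at 10 nM final; 0% = 10 nM CXCL16 with DMSO and 100% = unstimulated wells without agonist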
Target sequence (O00574 whole entry, looked up): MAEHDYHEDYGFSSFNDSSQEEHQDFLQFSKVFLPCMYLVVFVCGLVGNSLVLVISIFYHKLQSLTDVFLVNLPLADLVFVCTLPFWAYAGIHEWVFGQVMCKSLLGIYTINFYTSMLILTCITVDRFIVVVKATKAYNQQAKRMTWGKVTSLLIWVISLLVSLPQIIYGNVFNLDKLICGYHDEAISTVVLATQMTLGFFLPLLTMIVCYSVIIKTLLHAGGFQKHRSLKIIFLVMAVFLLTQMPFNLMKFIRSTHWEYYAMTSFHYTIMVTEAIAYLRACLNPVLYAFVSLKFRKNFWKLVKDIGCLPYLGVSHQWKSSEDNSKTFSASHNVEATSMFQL
697 NFkB inh = lowers PMA/ionomycin-induced NF-kB signal in 697 B cells; inhibition, % at 4 µM; 0.33% of 330,000 active; 697 B-cell NF-kB luciferase reporter, 16 h; in the data active = inhibition above about 35%
Jurkat NFkB inh = inhibitors of the PMA/ionomycin-induced NF-kB reporter in Jurkat cells. PMA/ionomycin-induced NF-kB luciferase reporter, luminescence. inhibition, % at 4 µM. 0.53% of 330,000 active; in the data active = inhibition above about 50%
UPR XBP1 act = activators of adaptive arm of unfolded protein response (XBP1); CHO-XBP1 luciferase reporter, IRE1-XBP1 UPR activation, luminescence; percent of tunicamycin response, DMSO as zero; activation, % at 20 µM; 0.33% of 330,000 active; AID 463104;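 active = versus positive control, 20 µM dose yields 30% or more activation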;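 also: 100% = tunicamycin at 10 µg/mL and 0% = DMSO only wells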
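Material: CHO cell line with stable XBP1 luciferase reporter; buffer or medium: F12 medium containing 10% fetal bovine serum; compound: single point, 20 µM final compound, 1% DMSO; incubation: 6 h treatment, 37 °C; measured by: glow luminescence from Steady-Glo reagent; evaluation: activation, % of tunicamycin; control set: tunicamycin high, DMSO low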
Active calls of the source: *; · = not tested or not shown.

cpd | smiles | CHOP UPR activ | CCR6 antagonist | Mdm2-MdmX inh | EBI2 block | Gli-Sufu antag
1 | CCOC(=O)CS(=O)(=O)c1ccc(C(F)(F)F)cn1 | -0.3 | -28 | 19 | -2 | -2
2 | COc1ccc(C(=O)c2oc3ccccc3c2NC(C)=O)cc1 | 1.5 | 13 | 26 | 11 | 3
3 | CCOC(=O)C(C(=O)OCC)c1cc(Br)c2noc3c2c1C(=O)c1ccccc1-3 | -6.7 | 83* | 100* | -5 | -8
4 | COc1ccccc1C(=O)NC(=O)CSc1nncn1C | 3.1 | -6 | 34 | 2 | 4
5 | CSCCC1NC2(C(=O)Nc3c(Cl)cccc32)[C@@H]2C(=O)N(C3CCCC3)C(=O)[C@H]12 (stereo partly drawn) | -1.0 | -7 | 17 | 3 | -12
6 | Cc1c([N+](=O)[O-])cc(S(=O)(=O)Nc2ccc(-c3ccc(N4CCCC4)nn3)cc2)cc1[N+](=O)[O-] | 2.3 | 12 | -10 | -8 | -9
7 | Cc1ccccc1NNC(N)=S | -1.4 | 3 | 8 | -9 | -2
8 | COCCNC(=O)C1(S(=O)(=O)c2ccccc2)CC=CC1 | 0.9 | 9 | 12 | -23 | -13
9 | Cc1ccc(C(=O)Nc2ncc(C)s2)s1 | -2.4 | 4 | -24 | -9 | 8
10 | CCOC(=O)C(C(=O)NCc1cccc(OC)c1)c1ncc(C(F)(F)F)cc1Cl (stereo not drawn) | 0.1 | -8 | 15 | 7 | -1
11 | CCOc1ccccc1NC(=O)Cn1[nH]c(=O)c2ccccc2c1=O | 0.3 | · | 9 | 7 | ·
12 | COc1cc2[nH]c(=O)n(CCC(=O)N3CCN(c4cccc(C)c4C)CC3)c(=O)c2cc1OC | 0.0 | 5 | -3 | -5 | 4
13 | COc1ccc(Nc2cc(C(=O)NCc3ccco3)c3ccccc3n2)c(OC)c1 | 0.0 | 7 | 7 | 1 | -6
14 | COC(=O)c1cnn(-c2ccccc2)c1C(OC)OC | 0.1 | -1 | -2 | -6 | 4
15 | NC(=S)N=Nc1c(O)[nH]c2c(Br)cc(Br)cc12 | 1.7 | 35 | -3 | 12 | 4

cpd | CXCR6 block | 697 NFkB inh | Jurkat NFkB inh | UPR XBP1 act
1 | -6 | 8 | 0 | -6
2 | 6 | 0 | 11 | -1
3 | 78* | -8 | 10 | -11
4 | -22 | -1 | 8 | -3
5 | -1 | -12 | 6 | -3
6 | -1 | -9 | 12 | 2
7 | -4 | 6 | -14 | -1
8 | -5 | 5 | -2 | 1
9 | 6 | -102 | -117 | -13
10 | 0 | -14 | -5 | -4
11 | 7 | -26 | -4 | 2
12 | -4 | -13 | -7 | 2
13 | 7 | -5 | 2 | -1
14 | -21 | -18 | 1 | 2
15 | 27 | 25 | -2 | -2

Ordered by SMILES length (high to low): part of the list above
cpd | smiles | CHOP UPR activ | CCR6 antagonist | Mdm2-MdmX inh | EBI2 block | Gli-Sufu antag
6 | Cc1c([N+](=O)[O-])cc(S(=O)(=O)Nc2ccc(-c3ccc(N4CCCC4)nn3)cc2)cc1[N+](=O)[O-] | 2.3 | 12 | -10 | -8 | -9
5 | CSCCC1NC2(C(=O)Nc3c(Cl)cccc32)[C@@H]2C(=O)N(C3CCCC3)C(=O)[C@H]12 (stereo partly drawn) | -1.0 | -7 | 17 | 3 | -12
3 | CCOC(=O)C(C(=O)OCC)c1cc(Br)c2noc3c2c1C(=O)c1ccccc1-3 | -6.7 | 83* | 100* | -5 | -8
13 | COc1ccc(Nc2cc(C(=O)NCc3ccco3)c3ccccc3n2)c(OC)c1 | 0.0 | 7 | 7 | 1 | -6
11 | CCOc1ccccc1NC(=O)Cn1[nH]c(=O)c2ccccc2c1=O | 0.3 | · | 9 | 7 | ·
2 | COc1ccc(C(=O)c2oc3ccccc3c2NC(C)=O)cc1 | 1.5 | 13 | 26 | 11 | 3
15 | NC(=S)N=Nc1c(O)[nH]c2c(Br)cc(Br)cc12 | 1.7 | 35 | -3 | 12 | 4
14 | COC(=O)c1cnn(-c2ccccc2)c1C(OC)OC | 0.1 | -1 | -2 | -6 | 4
4 | COc1ccccc1C(=O)NC(=O)CSc1nncn1C | 3.1 | -6 | 34 | 2 | 4

cpd | CXCR6 block | 697 NFkB inh | Jurkat NFkB inh | UPR XBP1 act
6 | -1 | -9 | 12 | 2
5 | -1 | -12 | 6 | -3
3 | 78* | -8 | 10 | -11
13 | 7 | -5 | 2 | -1
11 | 7 | -26 | -4 | 2
2 | 6 | 0 | 11 | -1
15 | 27 | 25 | -2 | -2
14 | -21 | -18 | 1 | 2
4 | -22 | -1 | 8 | -3

Other results follow:
cpd | smiles | CHOP UPR activ | CCR6 antagonist | Mdm2-MdmX inh | EBI2 block | Gli-Sufu antag
16 | O=C1c2cccnc2C(O)N1Cc1ccccc1 (stereo not drawn) | -0.8 | -1 | -12 | -9 | -1
17 | Nn1c(SCc2ccccc2F)nnc1-c1cccnc1 | 2.2 | -4 | -12 | -10 | -24
18 | C[C@H](CO)N1C[C@H](C)[C@@H](CN(C)S(=O)(=O)c2ccccc2)Oc2ccc(NS(=O)(=O)c3ccc(F)cc3)cc2C1=O | 1.1 | 14 | 0 | 1 | 1
19 | O=C(NCCCO)c1ccc2[nH]c3c(c2c1)CCCC3 | 1.2 | -5 | 13 | 3 | -9
20 | O=C(CN(Cc1ccccc1)S(=O)(=O)c1ccc2c(c1)OCCO2)N/N=C/c1ccc(F)cc1 | -0.9 | 0 | 20 | 2 | -4
21 | O=C(CNc1cc(S(=O)(=O)N2CCOCC2)ccc1NCC1CCCO1)Nc1cccc(F)c1 (stereo not drawn) | 0.1 | -2 | -1 | -12 | 1
22 | COc1ccc(OCCC(=O)OCC(=O)Nc2ccc(S(=O)(=O)N3CCOCC3)cc2)cc1 | -0.3 | 7 | 16 | -6 | 10
23 | COc1cccc(CNC(=O)CSCc2cnn(-c3ccccc3)c2-n2cccc2)c1 | -2.5 | 5 | -17 | 3 | 5
24 | O=C(Nc1ccccc1Cl)c1ccc(C(=O)Nc2ccccc2Cl)cc1 | · | 1 | · | -3 | -12
25 | CCOc1ccccc1NC(=O)c1c(NC(=O)CCC(=O)O)sc2c1CCCCC2 | -1.0 | 3 | 23 | -8 | 6
26 | Fc1cc(F)c2nc(N3CCCCC3)sc2c1 | 6.6 | -1 | -8 | -3 | -66
27 | Cc1cc(C)nc(NC(=O)c2c(Cl)cccc2Cl)n1 | 0.5 | 10 | 21 | -13 | -11
28 | CN(C(=O)CC1C(=O)NCCN1Cc1cccc(F)c1F)C1CC(C)(C)NC(C)(C)C1 (stereo not drawn) | 2.0 | -2 | 8 | 4 | 6
29 | Cn1c(-c2sccc2OCc2ccc(Cl)cc2Cl)n[nH]c1=S | 2.5 | -2 | 16 | 9 | 4
30 | CC(=O)c1cccc(-n2nnnc2SCC(=O)Nc2ccccc2N2CCCCC2)c1 | -0.2 | 15 | 8 | 31 | -5

cpd | CXCR6 block | 697 NFkB inh | Jurkat NFkB inh | UPR XBP1 act
16 | -4 | 3 | 2 | 1
17 | 3 | -71 | -69 | -2
18 | -7 | 5 | -2 | -4
19 | -5 | 3 | -15 | -2
20 | 5 | 8 | 13 | -5
21 | -3 | -9 | -13 | -6
22 | 2 | 5 | -9 | 1
23 | 4 | -4 | 0 | 1
24 | 6 | · | · | ·
25 | 2 | 7 | 26 | -4
26 | -15 | -55 | -51 | 5
27 | 2 | 9 | -20 | 2
28 | 1 | -12 | 4 | -2
29 | 2 | -33 | -29 | 0
30 | 3 | -5 | -5 | 1

In the list so far, these have a furan ring, fused or not.
cpd | smiles | CHOP UPR activ | CCR6 antagonist | Mdm2-MdmX inh | EBI2 block | Gli-Sufu antag
2 | COc1ccc(C(=O)c2oc3ccccc3c2NC(C)=O)cc1 | 1.5 | 13 | 26 | 11 | 3
13 | COc1ccc(Nc2cc(C(=O)NCc3ccco3)c3ccccc3n2)c(OC)c1 | 0.0 | 7 | 7 | 1 | -6

cpd | CXCR6 block | 697 NFkB inh | Jurkat NFkB inh | UPR XBP1 act
2 | 6 | 0 | 11 | -1
13 | 7 | -5 | 2 | -1

Compound activity from PubChem.
